High-throughput results from PubChem BioAssay.
AmpC no deterg: AmpC beta-lactamase inhibition without detergent | actives 0.52% (n = 330,000) | P00811 | Potency, µM (series often up to 57.1 µM), inactives show at the top dose activity change, negative = inhibition, most hits filed as inhibitors | AmpC nitrocefin hydrolysis, absorbance 480 nm, 0.0001% Triton;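 also: potency is read from the fitted curve at half-maximal effect; plate controls were no compound for no effect and no enzyme for full effect; nearly all actives have a fitted effect of over 20% in size; some results filed as inactive show a strong effect at the top dose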
Target sequence (P00811 whole entry, looked up): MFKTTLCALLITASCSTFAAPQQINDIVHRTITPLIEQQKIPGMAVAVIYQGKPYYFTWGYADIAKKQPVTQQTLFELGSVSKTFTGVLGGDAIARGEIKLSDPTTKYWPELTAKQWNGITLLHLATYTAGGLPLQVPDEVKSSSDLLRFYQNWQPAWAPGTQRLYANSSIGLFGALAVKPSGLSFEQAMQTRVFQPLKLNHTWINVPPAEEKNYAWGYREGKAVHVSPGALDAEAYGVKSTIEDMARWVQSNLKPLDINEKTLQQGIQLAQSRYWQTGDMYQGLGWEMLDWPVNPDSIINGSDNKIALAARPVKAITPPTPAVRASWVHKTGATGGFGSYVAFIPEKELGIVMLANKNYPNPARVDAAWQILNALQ
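20 mM phosphate pH 7.0 + 0.01% (detergent screen) or 0.0001% Triton X-100; 5.3 nM AmpC reagent; cpd preinc 15 min RT; nitrocefin (800 uM stock) to start; A480 q20 s × 4 min; Activity was normalised to no-enzyme and no-compound control wells.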
AmpC inh detg: blocks E. coli AmpC beta-lactamase in detergent assay; actives 0.041% (n = 370,000); AmpC hydrolysis of nitrocefin, absorbance 480 nm, 0.01% Triton; Potency, µM (series often up to 114 µM), for inactives: at the highest dose activity change, negative = inhibition, most hits filed as inhibitors; P00811;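 also: potency is read from the fitted curve at half-maximal effect; 0% = no-compound wells and -100% = no-enzyme wells; nearly all actives have a fitted effect of over 25% in size; some results filed as inactive show a strong effect at the top dose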
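AmpC (5.3 nM in the dispensed reagent) in 20 mM phosphate pH 7.0 with 0.01% (detergent screen) or 0.0001% Triton X-100 was preincubated with compounds for 15 min at room temperature. Nitrocefin was then added from an 800 uM solution, and hydrolysis was followed at 480 nm.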
AMA1 RON2 block: inhibitors of Plasmodium falciparum AMA1-RON2 interaction; Potency, µM (highest dose often 58.2 µM), for the others: at the top dose activity change, negative = inhibition, actives largely listed as inhibitors; AlphaScreen AMA1-biotinylated RON2 peptide binding; AID 720542; actives 0.2% (n = 360,000);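 also: potency is read from the fitted curve at half-maximal effect; 0% = vehicle wells and -100% = peptide control; nearly all actives have a fitted effect of over 45% in size; some results filed as inactive show a strong effect at the top dose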
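AMA1 (3D7) with his tag at 25 nM final met compounds first, then biotinylated RON2 peptide at 25 nM; detection used donor plus acceptor beads, 10 µg/mL apiece, read by AlphaScreen after 30 min at room temperature.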
Tb PYK inh: T. brucei pyruvate kinase inhibition | Q57TT1 | TbPYK enzyme, Kinase-Glo Plus ATP luminescence, 45 min | Potency, µM (doses to about 76.8 µM), for the others: at the highest dose activity, negative = inhibition, usual class: inhibitors | actives 0.12% (n = 410,000) | AID 624173; also: potency is read from the fitted curve at half-maximal effect; nearly all actives have a fitted effect of over 50% in size
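ADP (130 uM final) triggers the TbPYK reaction after compound addition; incubation is 45 min at room temperature. Kinase-Glo Plus is then added and luminescence imaged. Normalized data are fitted to concentration-effect curves.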
HCV inh: blocks hepatitis C virus; Huh7.5.1 HCVcc-Cre infection, luciferase reporter, 44 h; Potency, µM (doses to about 41.8 µM), for inactives: at the top dose activity change, negative = inhibition, usual class: inhibitors; actives 3.4% (n = 340,000); also: potency is read from the fitted curve at half-maximal effect
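Infectious HCVcc-Cre (~0.5 moi) was added to cells just after compound, with cells seeded 4 h earlier at 1,000 per well. Luciferase activity after 44 h culture reported infection; substrate was incubated 15 min at room temperature before reading.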
HCMV antiviral: inhibitors of human cytomegalovirus; AID 1259415; activity change, negative = inhibition, % at 57.5 µM; HFF cells, HCMV-luciferase reporter, 72 h; hits give low values; actives 4.5% (n = 410,000); in the data active = activity change below about -60%; inconclusive = no clear call, values can overlap the other calls; inactive = above about -39%
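Screen run at 2 compound doses on HFFs infected with reporter HCMV, MOI 1 PFU/cell. Luciferase activity from cell lysates at 72 h post infection gave inhibition relative to buffer-only and Salinomycin wells.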
LmPK inhibitor: LmPK (Leishmania mexicana) enzyme inhibition; purified LmPK, Kinase-Glo ATP luminescence, 1 h; Potency, µM (top dose mostly 57.5 µM), for the others: at the top dose activity change, negative = inhibition, most hits filed as inhibitors; actives 0.37% (n = 290,000); also: potency is read from the fitted curve at half-maximal effect
Target sequence (Q27686 whole entry, looked up): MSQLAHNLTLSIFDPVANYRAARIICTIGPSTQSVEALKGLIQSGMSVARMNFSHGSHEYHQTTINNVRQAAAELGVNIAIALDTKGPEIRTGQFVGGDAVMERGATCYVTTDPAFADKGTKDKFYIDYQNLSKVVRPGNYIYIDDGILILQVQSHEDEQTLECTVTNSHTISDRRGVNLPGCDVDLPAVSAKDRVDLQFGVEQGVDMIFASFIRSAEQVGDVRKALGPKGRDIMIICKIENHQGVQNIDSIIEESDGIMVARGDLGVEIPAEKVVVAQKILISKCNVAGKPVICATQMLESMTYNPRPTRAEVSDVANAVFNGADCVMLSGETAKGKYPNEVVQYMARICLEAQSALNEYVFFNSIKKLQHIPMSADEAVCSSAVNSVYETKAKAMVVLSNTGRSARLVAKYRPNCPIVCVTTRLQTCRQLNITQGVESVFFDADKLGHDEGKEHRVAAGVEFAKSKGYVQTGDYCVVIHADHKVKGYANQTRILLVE
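Kinase-Glo luminescence read after 1 h RT reaction of 0.1 nM LmPK with 0.5 mM PEP and 0.1 mM ADP. Activity scaled between uninhibited and enzyme-free controls.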
The depositor's hits bear a star; & = joins results of further samples; [ ] = remark or other dose. Unless noted, calls follow the shape of the dose curve; as a rule, active = well fitted curve in the direction sought with a large enough effect; inconclusive = small, poorly fitted or top-dose-only effect, or another doubt; inactive = no such curve, though single readings can be large; an effect the other way counts as inactive or inconclusive. Unless noted, % is scaled to controls: 0 for no effect and ±100 for the full control effect.

How did CCOC(=O)COc1ccc2cc(C(=O)OCC)c(=O)oc2c1 do in these assays?
AmpC no deterg: -4%; AmpC inh detg: -13%; AMA1 RON2 block: -20%; Tb PYK inh: 7%; HCV inh: 12%; HCMV antiviral: 9; LmPK inhibitor: -4%

How did COc1ccc2cc(C(=O)NCc3ccc4c(c3)CCN4C(=O)c3ccc(F)cc3)[nH]c2c1 do in these assays?
AmpC inh detg: 9%; Tb PYK inh: -7%; HCMV antiviral: -26

Results for O=C(NCN1CCN(c2ccccn2)CC1)c1cnccn1 ?
AmpC no deterg: -18%; AmpC inh detg: inconclusive; AMA1 RON2 block: 11%; Tb PYK inh: 7%; HCV inh: -1%; HCMV antiviral: -19; LmPK inhibitor: -1%

What do the screens show for `COCCNC(=O)C1(C)CCCN(C(=O)c2cccc3ccccc23)C1` (configuration not stated)?
AMA1 RON2 block: 1%; Tb PYK inh: 4%; HCMV antiviral: 12

What do the screens show for `CC1(C)CC(=O)c2sc(NC(=O)c3ccc4ncsc4c3)nc2C1`?
AmpC no deterg: -27%; AmpC inh detg: inconclusive; AMA1 RON2 block: 9%; Tb PYK inh: inconclusive; HCV inh: inconclusive; HCMV antiviral: 75; LmPK inhibitor: -7%

What do the screens show for `Cc1cc(=O)oc2cc(OCCCC[n+]3ccccc3)ccc12`?
AmpC no deterg: -14%; AmpC inh detg: 1%; AMA1 RON2 block: -17%; Tb PYK inh: 4%; HCV inh: 20%; HCMV antiviral: -2; LmPK inhibitor: -5%

What do the screens show for `CCOC(=O)NNC(=O)CCn1c2c(c3ccccc31)CCCC2`?
AmpC no deterg: 17%; AmpC inh detg: -1%; AMA1 RON2 block: 6%; Tb PYK inh: 1%; HCV inh: inconclusive; HCMV antiviral: -89*; LmPK inhibitor: 4%

What do the screens show for `CCN(CC)S(=O)(=O)c1ccc(OCC(=O)NCc2ccccc2)cc1`?
AmpC no deterg: -2%; AmpC inh detg: -11%; AMA1 RON2 block: -4%; Tb PYK inh: -5%; HCV inh: 0%; HCMV antiviral: -3; LmPK inhibitor: 3%

What do the screens show for `CCC(C)n1nnc2c(=O)oc3ccccc3c21` (configuration not stated)?
AmpC no deterg: -2%; AmpC inh detg: 0%; AMA1 RON2 block: 0%; Tb PYK inh: -1%; HCV inh: 15%; HCMV antiviral: 61; LmPK inhibitor: 6%

Results for CN(C(=O)c1ccc(NC(=O)Cc2cccc(NC(=O)C3CCN(C(=O)C4CCCCC4)CC3)c2)cc1)C1CCCC1 ?
AmpC no deterg: 93%[activator]; AmpC inh detg: -1%; AMA1 RON2 block: -3%; Tb PYK inh: -1%; HCV inh: inconclusive; HCMV antiviral: -4

How did Cc1ccc2oc(-c3ccc(NC(=O)c4ccc5c(c4)OCO5)cc3)nc2c1 do in these assays?
AmpC no deterg: -2%; AmpC inh detg: -2%; AMA1 RON2 block: 1%; Tb PYK inh: 1%; HCV inh: inconclusive; HCMV antiviral: -37; LmPK inhibitor: -2%

Results for COc1ccc(C(=O)c2c(C)oc3ccc(O)cc23)cc1 ?
AmpC no deterg: -56%; AmpC inh detg: -13%; AMA1 RON2 block: 16%; Tb PYK inh: 2%; HCV inh: -15%; HCMV antiviral: inconclusive; LmPK inhibitor: 3%

Results for O=C(/C=C/c1ccc(S(=O)(=O)N2CCOCC2)cc1)OCC(=O)c1ccc([N+](=O)[O-])cc1 ?
AmpC no deterg: -27%; AmpC inh detg: -4%; AMA1 RON2 block: -11%; Tb PYK inh: -8%; HCV inh: -7%; HCMV antiviral: -35; LmPK inhibitor: 2%

Results for Cc1ccc(Nc2nnc(SC3CCOC3=O)s2)cc1 (configuration not stated) ?
AmpC no deterg: -19%; AmpC inh detg: -12%; AMA1 RON2 block: 4%; Tb PYK inh: -6%; HCV inh: inconclusive; HCMV antiviral: 0; LmPK inhibitor: -3%

Results for C/C(=N/NS(=O)(=O)c1ccc(Cl)cc1)c1ccc2c(c1)OCO2 ?
AMA1 RON2 block: 2%; Tb PYK inh: 0%; HCV inh: -1%; HCMV antiviral: 16

Results for CCOc1ccc(N(CC(=O)NC2CCCC(C)C2C)S(=O)(=O)c2c(C)noc2C)cc1 (configuration not stated) ?
AmpC no deterg: 2%; AmpC inh detg: -15%; AMA1 RON2 block: 7%; Tb PYK inh: 0%; HCV inh: 0%&10%; LmPK inhibitor: 4%

Results for O=C(CCN1C(=O)/C(=C\c2cccs2)SC1=S)NC1=NCCS1 ?
AmpC no deterg: -14%; AmpC inh detg: -6%; AMA1 RON2 block: 16%; Tb PYK inh: -12%; HCV inh: 21%; HCMV antiviral: -31; LmPK inhibitor: 1%

How did COc1ccc(S(=O)(=O)Nc2nnc(C(C)C)s2)cc1 do in these assays?
AmpC no deterg: -27%; AmpC inh detg: -9%; AMA1 RON2 block: 0%; Tb PYK inh: -12%; HCV inh: 1%; HCMV antiviral: 43; LmPK inhibitor: 2%

How did CCOC(=O)c1cccc(NC(=O)C2CCN(S(=O)(=O)c3cn(C)cn3)CC2)c1 do in these assays?
AmpC inh detg: 16%; Tb PYK inh: -3%; HCMV antiviral: 31

What do the screens show for `Cc1ccccc1C(=O)NNC(=O)CCCCC(=O)NNC(=O)c1ccccc1C`?
AMA1 RON2 block: 26%; Tb PYK inh: 0%; HCV inh: 17%; HCMV antiviral: 12

Part of the list above in order of formula weight, rising.
Results for Cc1ccc(Nc2nnc(SC3CCOC3=O)s2)cc1 (configuration not stated) ?
AmpC no deterg: -19%; AmpC inh detg: -12%; AMA1 RON2 block: 4%; Tb PYK inh: -6%; HCV inh: inconclusive; HCMV antiviral: 0; LmPK inhibitor: -3%

What do the screens show for `Cc1ccccc1C(=O)NNC(=O)CCCCC(=O)NNC(=O)c1ccccc1C`?
AMA1 RON2 block: 26%; Tb PYK inh: 0%; HCV inh: 17%; HCMV antiviral: 12

How did CCOC(=O)c1cccc(NC(=O)C2CCN(S(=O)(=O)c3cn(C)cn3)CC2)c1 do in these assays?
AmpC inh detg: 16%; Tb PYK inh: -3%; HCMV antiviral: 31

(further entries)
Results for CC(C)CN1CCC(=O)N([C@H](COc2ccccc2)Cc2ccccc2)CC1 ?
AmpC no deterg: 70%[activator]; AmpC inh detg: inconclusive; AMA1 RON2 block: 4%; Tb PYK inh: 2%; HCV inh: 10%; HCMV antiviral: -9; LmPK inhibitor: 4%

What do the screens show for `C=CCO/N=C(/C)c1c(O)c(CC)c(-c2ccccc2)n(-c2ccccc2)c1=O`?
AmpC no deterg: 22%; AmpC inh detg: -12%; AMA1 RON2 block: -11%; Tb PYK inh: -4%; HCV inh: 13%; HCMV antiviral: 17; LmPK inhibitor: 0%

How did CCNC(=O)C1(C)CCN(C(=O)c2cccnc2SC)C1 (configuration not stated) do in these assays?
AMA1 RON2 block: -4%; Tb PYK inh: 2%; HCMV antiviral: 3

Results for Cc1ccc(Cl)cc1Nc1nc(-c2sc(NC(=O)c3ccccc3)nc2C)cs1 ?
AmpC no deterg: -43%; AmpC inh detg: -9%; LmPK inhibitor: -18%

How did CNC(=O)CN(c1ccc(Oc2ccccc2)cc1)S(=O)(=O)c1ccc(C)cc1 do in these assays?
AmpC no deterg: 14%; AmpC inh detg: 2%; AMA1 RON2 block: 16%; Tb PYK inh: -8%; HCMV antiviral: -2; LmPK inhibitor: -4%

What do the screens show for `CC1(c2ccccc2)NC(=S)N2C1NC(=S)N2c1ccccc1` (configuration not stated)?
AmpC no deterg: -17%; AmpC inh detg: -15%; AMA1 RON2 block: -1%; Tb PYK inh: -12%; HCV inh: 20%; HCMV antiviral: -31; LmPK inhibitor: 2%

Results for CCC(C(=O)NC1CCCC1)N(C(=O)c1snc(C(N)=O)c1N)c1ccc(C)cc1C (configuration not stated) ?
AmpC no deterg: -5%; AmpC inh detg: -8%; AMA1 RON2 block: 21%; Tb PYK inh: 5%; HCV inh: inconclusive; HCMV antiviral: inconclusive; LmPK inhibitor: -1%

How did Cc1[nH]nc(Nc2ccccc2)c1[N+](=O)[O-] do in these assays?
AmpC no deterg: -7%; AmpC inh detg: -3%; AMA1 RON2 block: -6%; Tb PYK inh: 4%; HCV inh: 2%; HCMV antiviral: 63; LmPK inhibitor: -3%

How did CCOC(=O)c1cc(NC(=O)COc2ccc([N+](=O)[O-])cc2)cc(C(=O)OCC)c1 do in these assays?
AmpC no deterg: -22%; AmpC inh detg: -1%; AMA1 RON2 block: -6%[11.6 µM]; Tb PYK inh: -37%; HCV inh: inconclusive; HCMV antiviral: 46; LmPK inhibitor: 3%

Results for CC(C)[C@H](NC(=O)N1c2ccccc2NC(=O)[C@@H]1C(C)C)C(=O)N[C@H](C(=O)O)c1ccccc1 ?
AmpC no deterg: 9%; AmpC inh detg: -13%; AMA1 RON2 block: 23%; Tb PYK inh: 7%; HCV inh: 15%; HCMV antiviral: 1; LmPK inhibitor: 8%

What do the screens show for `CCOc1ccccc1NC(=O)C(=O)c1cc(C)n(-c2cccc(C)c2C)c1C`?
AmpC inh detg: 1%; Tb PYK inh: -7%; HCMV antiviral: -7

What do the screens show for `COC(=O)CSc1nc2sc(C)c(C)c2c(=O)n1C`?
AmpC no deterg: -15%; AmpC inh detg: -12%; AMA1 RON2 block: -18%; Tb PYK inh: -1%; HCV inh: inconclusive; HCMV antiviral: -13; LmPK inhibitor: 2%

What do the screens show for `COc1ccc(CNc2ncnc3cc(Cl)ccc23)cc1`?
AmpC no deterg: -32%; AmpC inh detg: -6%; AMA1 RON2 block: 14%; Tb PYK inh: 3%; HCV inh: 8.9µM*; HCMV antiviral: -65*; LmPK inhibitor: -5%

Results for COc1ccccc1-c1c(C)c(C)nc(N)c1C#N ?
AmpC no deterg: -3%; AmpC inh detg: -10%; AMA1 RON2 block: -7%; Tb PYK inh: 2%; HCV inh: 13%; HCMV antiviral: -72*; LmPK inhibitor: 7%

Results for COc1ccc(Br)cc1Cn1nnc(C(=O)Nc2ccc3c(c2)OCCO3)c1N ?
AmpC no deterg: -48%; AmpC inh detg: 0%; AMA1 RON2 block: -12%; Tb PYK inh: 0%; HCV inh: inconclusive; HCMV antiviral: -9; LmPK inhibitor: 5%

Results for O=C(CNC(=O)c1cccs1)N/N=C/c1c[nH]c2ccccc12 ?
AmpC no deterg: -35%; AmpC inh detg: 4%; AMA1 RON2 block: 70%[activator]; Tb PYK inh: -5%; HCV inh: 12%; HCMV antiviral: 1; LmPK inhibitor: 7%

What do the screens show for `CC(=O)Oc1c2occc2cc2ccc(=O)oc12`?
AmpC no deterg: -42%; AmpC inh detg: -7%; AMA1 RON2 block: 4%; Tb PYK inh: -5%; HCV inh: -5%; HCMV antiviral: -26; LmPK inhibitor: 6%

What do the screens show for `O=S(=O)(c1ccccc1)N1CCN(Cc2nnc(-c3ccccc3)o2)CC1`?
AMA1 RON2 block: -3%; Tb PYK inh: -12%; HCMV antiviral: -26
